# Keap1-Nrf2 PPI = Keap1-Nrf2 (human) interaction inhibition; AID 504523; Keap1 Kelch-Nrf2 peptide fluorescence polarization, 1536-well; inhibition, % at 9.4 µM; hit rate 0.15% among 340,000; in the data active = inhibition above about 12%;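 note: human Keap1 Kelch domain with fluorescein labeled Nrf2 9mer peptide probe; 0% = neutral control wells and 100% = peptide positive control; higher means more block of Keap1 binding to Nrf2 peptide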
# LANA DNA inh = KSHV C-LANA DNA binding inhibition. MBP-C-LANA/FAM-LBS DNA binding, fluorescence polarization. inhibition, % at 9 µM. hit rate 0.078% among 340,000;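 active = highest replicate inhibition at or above 60% at 9 µM, even if other replicates fall short; inactive = all replicates below 60% inhibition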;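 note: 0% = neutral control wells and 100% = 4 µM acridine orange control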
# MOR-DOR inv ag = inverse agonists of human mu-delta opioid receptor heterodimerization | cell-based MOR-DOR heterodimer luminescence, inverse agonism | inhibition, % at 9.3 µM | hit rate 0.21% among 340,000 | AID 504357; in the data active = inhibition above about 22%, passing the limit was not always enough;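 note: 0% = cells with DMSO and 100% = wells without cells with DMSO; values of inactives mirror those of a sister screen read the other way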
# Wnt bcat act = activates Wnt/beta-catenin signaling in a reporter cell assay; activator, plate reader; activation, % at 9.35 µM; hit rate 1.2% among 300,000; AID 743398; in the data active = activation above about 30%, passing the limit was not always enough;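 note: 0% = neutral control wells and 100% = positive control wells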
# Cardiac RTF inh = cardiac RTF calcium desensitization; IANBD-labeled cardiac RTF, Ca2+ fluorescence; inhibition, % at 7.15 µM; hit rate 0.12% among 340,000; AID 493244;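 active = inhibition above the mean inhibition of all tested compounds plus 3 SD, cut at about 17% in these data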;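 note: assay run at fixed EC70 calcium of 1.6 mM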
# cardiac RTF act = increases calcium sensitivity of human cardiac regulated thin filaments; activation, % at 7.2 µM; AID 493008; hit rate 0.24% among 340,000; IANBD-labeled TnC RTF fluorescence at EC20 calcium; 0% EC20 calcium, 100% full calcium;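 active = activation above the mean over all tested compounds plus 3 SD, cut at about 30% in these data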;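 note: rise in fluorescence read as greater calcium sensitivity of cardiac thin filaments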
# Arrestin-AP2 inh = human beta-arrestin and AP2 interaction inhibition. hit rate 0.31% among 340,000. inhibition, % at 10 µM. FITC-arrestin peptide / GST-AP2 beads, flow cytometry; AP2 beta2 appendage carries R879A mutation;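 active = inhibition above a set limit, near 3 SD of compounds lacking own fluorescence, cut at about 54% in these data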;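 note: plate controls were DMSO wells for no effect and 5 µM unlabelled arrestin peptide for full effect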
#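 Material – AP2 appendage R879A on GSH beads · Buffer or medium – PBS with 0.05% Tween 20 and 0.1% BSA · Probe or stimulus – fluorescein-tagged arrestin peptide at 50 nM final · Incubation – compound with beads 12 min RT, then probe 1 h RT · Detection – high-throughput flow cytometry of beads, ex 488, em 535 nm · Evaluation – percent response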
# DSG3 Ab inh = human desmoglein-3 autoantibody binding inhibition; P32926; DSG3-coupled beads, scFv-anti-DSG3-GFP binding, flow cytometry; active compounds read low; binding (percent of control), % at 10 µM; hit rate 0.48% among 310,000; AID 588358;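 active = binding more than 3 SD below its plate's average and above zero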;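 note: hits lower antibody fragment binding to DSG3; some compounds called inactive have numbers as strong as hits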
# Target sequence (P32926 whole entry, looked up, the tested form may be a part): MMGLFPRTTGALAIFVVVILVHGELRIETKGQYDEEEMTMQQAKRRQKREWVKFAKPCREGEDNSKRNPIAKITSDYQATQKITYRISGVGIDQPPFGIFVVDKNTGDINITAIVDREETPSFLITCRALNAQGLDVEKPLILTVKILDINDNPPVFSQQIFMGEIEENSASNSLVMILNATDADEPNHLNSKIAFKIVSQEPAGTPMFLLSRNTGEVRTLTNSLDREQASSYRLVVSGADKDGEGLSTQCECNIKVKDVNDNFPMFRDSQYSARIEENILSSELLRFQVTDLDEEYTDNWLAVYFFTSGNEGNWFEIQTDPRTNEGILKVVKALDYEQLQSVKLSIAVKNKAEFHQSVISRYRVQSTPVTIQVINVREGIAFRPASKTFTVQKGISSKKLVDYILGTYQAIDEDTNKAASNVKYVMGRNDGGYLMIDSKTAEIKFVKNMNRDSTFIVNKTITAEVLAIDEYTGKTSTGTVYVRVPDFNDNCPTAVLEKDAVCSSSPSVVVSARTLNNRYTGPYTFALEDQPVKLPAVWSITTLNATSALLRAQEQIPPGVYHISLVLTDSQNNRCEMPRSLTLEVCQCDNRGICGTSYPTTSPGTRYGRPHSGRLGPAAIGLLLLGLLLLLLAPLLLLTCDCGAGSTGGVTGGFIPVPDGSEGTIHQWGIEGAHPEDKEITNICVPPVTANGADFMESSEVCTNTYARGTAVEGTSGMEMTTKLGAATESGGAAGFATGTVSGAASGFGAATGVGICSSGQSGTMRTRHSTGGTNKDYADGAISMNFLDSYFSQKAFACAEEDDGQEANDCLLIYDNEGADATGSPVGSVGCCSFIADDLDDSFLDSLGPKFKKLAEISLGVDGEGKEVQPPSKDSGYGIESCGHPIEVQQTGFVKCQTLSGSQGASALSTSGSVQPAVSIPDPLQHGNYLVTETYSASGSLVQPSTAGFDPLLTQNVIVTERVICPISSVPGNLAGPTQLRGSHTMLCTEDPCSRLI
# V-ATPase pH = yeast V-ATPase proton transport regulation by pHLuorin. S. cerevisiae, pHLuorin cytosolic pH fluorescence. response, % at 10 µM. hit rate 0.37% among 350,000; in the data active = response mostly above about 7.3%, no sharp cut-off; inactive = mostly below about 5.4%; note: actives read high; inactives centre near 0; some compounds called inactive have numbers as strong as hits; reference of the scale not given here
# MOR-DOR ag = agonists of human mu-delta opioid receptor heterodimerization; hit rate 0.3% among 340,000; activation, % at 9.3 µM; cells, OPRM1-OPRD1 heterodimerization, luminescence; P35372+P41143; in the data active = activation above about 18%;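 note: 0% = vehicle-treated cells and 100% = reference agonist; values of inactives mirror those of a sister screen read the other way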
# * marks the source's active call; other numbers are inactive results; / = not tested or not shown.
SMILES,Keap1-Nrf2 PPI,LANA DNA inh,MOR-DOR inv ag,Wnt bcat act,Cardiac RTF inh,cardiac RTF act,Arrestin-AP2 inh,DSG3 Ab inh,V-ATPase pH,MOR-DOR ag
COc1cc(OC)cc(N(C(=O)c2ccco2)C(C(=O)NC2CCCC2)c2ccc(N3CCOCC3)cc2)c1 (centres undefined),-4.9,0.2,16.6,0.2,-5.0,-6.1,11.6,105.4,1.6,-2.7
COc1ccc(CNc2nc(NCc3ccc(OC)cc3)n(C(=O)c3ccccc3[N+](=O)[O-])n2)cc1,2.8,0.4,0.1,/,-12.9,0.1,-0.9,99.3,-1.2,0.0
CCC1(c2ccccc2)NC(=O)N(CC(=O)Nc2ccc(Cl)c(S(=O)(=O)N3CCCCC3)c2)C1=O (centres undefined),-0.1,-0.8,1.0,-5.0,-10.0,-14.1,15.3,102.4,-5.8,-0.1
O=C(CCCN1C(=O)/C(=C\c2cccs2)SC1=S)Nc1ccc(C(=O)O)cc1,0.2,-2.2,6.3,-16.9,8.0,8.1,8.3,101.8,0.0,-1.3
O=C(N/N=C/c1cccc(OC(=O)c2ccc3c(c2)OCO3)c1)c1cncc(Br)c1,0.2,0.4,12.9,/,-8.7,-4.4,20.4,94.8,-9.3,-2.6
Cc1cc(N/N=C/c2ccco2)c2ccccc2n1,-1.6,0.4,13.6,1.2,-12.3,-0.2,-7.3,92.0,3.0,-2.9
Cc1ccc(-c2csc3ncn(/N=C/N(C)C)c(=O)c23)o1,-3.1,1.5,-9.7,/,11.4,-0.4,0.0,104.0,-0.1,1.7
Cc1ccc2c(c1)C1CN(C)CCC1N2Sc1ccccc1[N+](=O)[O-] (centres undefined),-1.5,0.9,/,-22.8,-1.9,-3.5,-2.1,101.2,1.5,/
COc1ccc(C(=S)N2CCOCC2)cc1OC(=O)c1cc([N+](=O)[O-])c(C)c([N+](=O)[O-])c1,2.3,1.6,-3.0,/,0.8,5.3,-6.0,97.8,-1.3,0.6
Cc1cc([N+](=O)[O-])nn1CC(=O)N1CCc2ccccc2C1,0.7,0.2,19.3,-2.0,4.3,-2.5,2.0,/,1.5,-4.7
CC(=O)Nc1ccc(Oc2ccc(NC(C)=O)c(NC(C)=O)c2)cc1,-3.0,1.0,3.7,-0.1,-16.8,1.7,8.8,98.9,-0.2,-0.8
COc1ccccc1NS(=O)(=O)c1ccc(NC(=O)c2nc3ncccn3n2)cc1,-1.9,-0.8,8.0,/,-1.6,-0.1,-11.9,101.8,0.8,-1.7
CCOc1ccc(CCNC(=O)c2ccc(C)c(S(=O)(=O)N3CCOCC3)c2)cc1OCC,-3.1,-1.2,13.0,-0.8,-6.5,-1.5,13.8,/,0.7,-3.5
CCN1CCCC(OC(=O)c2cc(-c3ccccc3Cl)nc3ccccc23)C1 (centres undefined),-4.5,0.0,-1.5,-13.2,-13.2,-4.7,0.5,90.3,-3.6,0.3
COc1ccc(CC(=O)NCC(=O)N/N=C/c2cc(Br)ccc2OC)cc1,3.1,-1.5,11.0,1.3,-1.4,-4.3,-8.0,111.8,-2.4,-2.1
CCS(=O)(=O)c1ccc(-c2cccc(NC(=O)c3ccc(Br)o3)c2)nn1,-4.2,2.1,-1.0,-1.7,9.7,7.7,-4.5,89.4,0.3,0.2
CC[C@]12c3[nH]c4ccc(OC)cc4c3CCN1C(=O)C(CC(=O)NCCCOC)C[C@@H]2C(=O)N1CCN(C(=O)C2CC2)CC1 (some centres undefined),-3.1,1.0,14.3,-2.9,-7.2,2.2,9.3,110.9,0.3,-2.9
COc1ccccc1C(=O)NCCn1cc(SCC(=O)NCC2CCCO2)c2ccccc21 (centres undefined),-1.1,-2.3,8.6,0.6,-7.0,-5.1,2.5,/,-0.3,-1.6
O=C1C2CC=CCC2C(=O)N1c1ccc(NCCc2ccc(O)cc2)c([N+](=O)[O-])c1 (centres undefined),-5.7,0.9,10.4,-0.5,6.0,-5.2,24.0,83.5,2.6,-1.6
Clc1ccccc1-c1ccc(/C=N/n2cnnc2)o1,3.9,-0.6,1.3,-4.6,-4.2,-1.0,34.1,98.5,-1.5,-0.2
COc1ccc(OCC(O)CN2CC(C)OC(C)C2)cc1 (centres undefined),-1.3,3.6,9.9,-2.7,-6.2,7.6,-7.4,118.5,4.1,-2.0
CCc1cc2c(=O)c(-n3cnc4ccccc43)coc2cc1O,1.2,0.5,12.3,/,8.2,-0.6,-3.5,106.4,0.1,-2.2
O=C(CNC(=O)N1CC(=O)Nc2ccccc21)NCc1ccc(Cl)cc1,-0.5,-0.8,16.0,1.4,0.3,0.1,4.2,97.8,-4.5,-2.9
C/C(=N/NS(=O)(=O)c1ccc(C)cc1)c1c[nH]c2ccccc12,-0.6,-0.7,-4.7,-0.3,-3.3,-1.2,-14.4,109.9,-4.0,1.4
CCc1ccc2cccc3c2c1N=CN3C,-6.6,1.0,-45.7,0.5,-8.0,3.6,22.5,108.8,-1.2,9.0
O=C(Oc1ccc2c(-c3ccccc3)cc(=O)oc2c1)C1CCCCC1,-1.1,-1.0,-11.5,-0.4,-1.9,-2.4,23.9,95.6,-2.2,2.7
NC(=S)N/N=C/c1coc2cc(Br)ccc2c1=O,0.7,1.0,0.2,1.9,-6.0,6.4,10.2,106.2,-3.3,0.0
Cc1ccc(-c2cnn(-c3cccc([N+](=O)[O-])c3)c2N)cc1,-0.7,0.5,-16.5,/,-7.3,-0.4,5.0,102.3,1.7,3.3
CCCCN(CCCC)CC1OCc2ccccc2CO1,0.2,0.5,2.7,/,-10.6,1.1,-3.6,98.8,4.9,-0.5
Cc1ccc(C(=O)Nc2nnc(S(=O)(=O)N3CCN(c4ccc(F)cc4)CC3)s2)cc1,1.0,-0.4,13.6,0.9,-6.2,-4.1,48.6,99.8,-0.1,-2.6
CCn1c(SCC(=O)N/N=C/C(C)=C\c2ccco2)nnc1-c1ccccc1,2.4,0.5,-16.6,/,7.6,5.2,14.3,97.8,0.2,2.3
O=C(C1=C[C@@H](c2csc3ccccc23)C[C@@H](OCc2ccc(CO)cc2)O1)N1CCN(Cc2ccccc2)CC1,-4.2,5.2,5.8,/,-8.3,3.4,-5.7,103.5,-4.7,-1.1
Cc1ccc(-n2c(-c3ccco3)nc3nc4ccccc4nc32)cc1F,2.8,6.1,-0.8,-1.2,-5.6,2.3,44.7,80.9,-5.1,0.2
O=C(N/N=C/c1ccc[nH]1)c1sc2ccccc2c1Cl,-0.9,0.2,-18.8,0.5,-6.0,3.5,-11.2,99.0,0.9,3.2
O=C(Nc1ccc(Cl)cc1)c1ccc(OC2CSC2)cc1,-2.5,0.2,-0.1,-1.1,-10.6,-0.3,-19.6,93.0,-1.3,0.0
N#Cc1cccc(-c2cn(S(=O)(=O)c3ccc(Cl)cc3)nc2N)c1,2.3,0.1,-11.7,/,2.8,-4.1,8.0,96.6,-0.1,2.0
O=C(CCCSCCCC(=O)NN=Cc1ccccc1)NN=Cc1ccccc1,-3.6,2.1,3.6,-5.0,-6.2,-1.9,-22.9,92.4,-1.0,-0.7
CCN(CC)S(=O)(=O)c1cc(NC(=O)C2CSC3(C)CCC(=O)N23)ccc1C (centres undefined),-6.4,-3.1,8.7,0.6,-1.2,-0.4,-3.9,98.8,0.6,-2.1
O=C(OCCCc1cc2ccccc2c(=O)o1)c1ccccc1C(F)(F)F,-1.9,-0.5,-1.1,-4.4,-6.2,-3.1,29.7,96.0,-5.1,0.2
Cc1cc(C(=O)Nc2cc(S(C)(=O)=O)ccc2Cl)c(C)o1,-1.1,-2.2,12.5,-4.4,2.2,4.9,-9.8,115.1,-5.3,-2.4
CC1=CC(C)(C)Nc2ccc(OC(=O)CN3C(=O)CCC3=O)cc21,1.0,-6.6,13.6,/,-3.7,-2.9,33.2,120.6,-2.8,-2.3
O=C(COC(=O)c1cccc(C(F)(F)F)c1)NCc1ccccc1,-0.4,-2.6,-14.9,2.2,-21.7,6.7,-3.7,/,2.8,2.9
CN(Cc1ccccc1)C(=O)C1CCCN(Cc2ccc(Cl)cc2)C1 (centres undefined),-1.3,0.3,-13.6,/,-10.2,4.6,-13.8,98.9,/,2.3
Cc1ccccc1CN(C)C1CCN(C)CC1,1.5,-1.5,-5.2,0.3,-7.5,3.5,18.5,103.7,-5.3,1.1
O=C1NC2(Nc3ccccc31)C(=O)Nc1ccccc12 (centres undefined),2.0,0.0,0.8,0.3,-6.7,3.2,11.8,98.5,-5.0,-0.1
COCCNC(=O)COc1cccc(Oc2ccccc2)c1,1.3,3.3,16.4,/,-1.8,-3.8,-2.0,101.0,-3.0,-2.8
COc1cc(/C=N/Nc2ccc([N+](=O)[O-])cn2)cc(OC)c1O,2.7,1.8,6.8,-9.5,1.7,-7.9,2.9,91.5,-1.3,-1.3
Cc1cc(-c2nnc(SCC(=O)NC3CC3)n2C(C)C)cs1,-2.2,-0.4,13.8,2.1,-6.7,-1.9,-17.4,98.0,-1.9,-2.7
CC(=O)c1ccc(NC(=O)c2cccc(N3C(=O)c4ccccc4C3=O)c2)cc1,-0.8,0.4,5.0,/,3.2,-4.9,-7.2,100.5,-4.6,-0.9
O=C(CCS(=O)(=O)c1cc2c(cc1Cl)NC(=O)CO2)NCc1ccccc1,-6.2,0.2,-5.3,-2.7,-2.0,-2.1,-10.1,/,5.0,1.0
CN(C)CCn1c(=O)n(-c2cccc(Cl)c2)c(=O)c2c3c(sc21)CCCCC3,3.7,-0.8,6.0,-0.6,1.2,-5.3,6.6,/,1.1,-1.2
COCCCn1c(=O)c2sccc2n(Cc2ccccc2C)c1=O,-1.0,-0.6,14.6,-0.3,-10.5,2.6,-10.2,103.0,0.3,-3.1
N=c1c2c(n(Cc3ccccc3)c3c1CCC3)CCC2,0.3,0.6,-6.3,/,-0.1,-5.7,-9.2,110.5,5.8,1.1
COc1cc(C(=O)N2C(=O)CCC2=O)cc(OC)c1OC,-76.2,1.7,11.7,-1.7,-13.3,-5.6,8.4,117.5,3.5,-2.4
CC(C)NC(=S)N/N=C/c1ccc(N2CCOCC2)cc1,-5.3,-0.1,13.7,1.5,-3.0,-6.2,5.4,86.3,-2.5,-2.1
CCOC(=O)C[C@H]1c2cc(F)ccc2S(=O)(=O)N1C(C)(C)C,2.2,2.1,9.3,-2.4,8.9,-2.8,-2.9,97.7,1.9,-1.6
CC(C)NC(=O)NC(=O)COC(=O)c1ccccc1F,-0.2,0.5,18.4,1.4,12.9,-3.1,1.9,108.2,2.5,-3.5

# Complete entries from above.
# CC(C)NC(=S)N/N=C/c1ccc(N2CCOCC2)cc1 is entered as Keap1-Nrf2 PPI: -5.3; LANA DNA inh: -0.1; MOR-DOR inv ag: 13.7; Wnt bcat act: 1.5; Cardiac RTF inh: -3.0; cardiac RTF act: -6.2; Arrestin-AP2 inh: 5.4; DSG3 Ab inh: 86.3; V-ATPase pH: -2.5; MOR-DOR ag: -2.1
# CN(C)CCn1c(=O)n(-c2cccc(Cl)c2)c(=O)c2c3c(sc21)CCCCC3 is entered as Keap1-Nrf2 PPI: 3.7; LANA DNA inh: -0.8; MOR-DOR inv ag: 6.0; Wnt bcat act: -0.6; Cardiac RTF inh: 1.2; cardiac RTF act: -5.3; Arrestin-AP2 inh: 6.6; DSG3 Ab inh: /; V-ATPase pH: 1.1; MOR-DOR ag: -1.2

# Screening data as filed in PubChem BioAssay.
